Screening results as filed in PubChem.
GalR3 antag = GalR3 antagonists in HEK293 cells, primary screen, cell-based, fluorescence readout; 360,000 compounds, 0.44% hits; HEK293 GalR3-CNG cAMP membrane potential fluorescence; galR3 body fused to GalR1 C-terminus; AID 651719, 2012; inhibition, % at 3 µM; Galanin receptor type 3 (Homo sapiens), O60755;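 active = inhibition above the screen-wide average plus 3 SD, cut at about 13% in these data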;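 also: forskolin and galanin both at EC90 stimulate the cells; cAMP rise reported by CNG channel membrane potential dye signal; 0% = forskolin plus galanin with DMSO and 100% = forskolin alone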
MEKK3 PB1 HTS = modulators of MEKK3-MEK5 PB1 binding, primary screen, biochemical, wildtype MEKK3, multiplex bead flow cytometry, Alexa488-MEK5. binding response (% of control), % at 10 µM. 290,000 compounds, 1.4% hits. bead-based flow cytometry, Alexa488-MEK5 binding to MEKK3; actives lie on both sides; 0 = blocked by unlabeled MEK5, 100 = vehicle. Mitogen-activated protein kinase kinase kinase 3 (Homo sapiens), Q99759. AID 1529, 2009;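 active = binding response more than 3 SD above or below the average of its plate-row segment, actives on both sides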;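 also: Alexa488 bead fluorescence after subtracting the streptavidin-only scavenger bead signal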
Target sequence (Q99759 whole entry, looked up): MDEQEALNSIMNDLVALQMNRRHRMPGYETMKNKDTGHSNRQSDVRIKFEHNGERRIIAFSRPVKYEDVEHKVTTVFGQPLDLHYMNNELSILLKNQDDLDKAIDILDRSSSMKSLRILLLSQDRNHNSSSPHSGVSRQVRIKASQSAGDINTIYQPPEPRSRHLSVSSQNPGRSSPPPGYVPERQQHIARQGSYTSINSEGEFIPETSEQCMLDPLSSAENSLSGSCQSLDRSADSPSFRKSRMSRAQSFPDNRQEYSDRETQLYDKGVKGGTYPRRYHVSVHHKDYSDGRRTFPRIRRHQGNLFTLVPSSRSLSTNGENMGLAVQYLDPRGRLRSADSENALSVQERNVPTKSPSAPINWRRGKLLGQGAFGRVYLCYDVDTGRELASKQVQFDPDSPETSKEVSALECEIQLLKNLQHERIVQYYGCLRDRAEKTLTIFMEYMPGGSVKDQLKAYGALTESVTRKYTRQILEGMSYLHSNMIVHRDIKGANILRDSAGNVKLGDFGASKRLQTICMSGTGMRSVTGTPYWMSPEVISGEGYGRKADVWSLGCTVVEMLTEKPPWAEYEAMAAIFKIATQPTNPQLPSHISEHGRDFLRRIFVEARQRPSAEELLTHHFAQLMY
p-CIP stab down = p/CIP-EGFP fusion destabilizers, primary screen, fluorescence, F442A cells | Q05BA5 | 16 h | decrease of EGFP signal, % at 10 µM | 290,000 compounds, 0.01% hits | AID 1984, 2009;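 active = EGFP signal decrease of at least 30% at 10 µM or well 3 SD below plate mean, unless failing retest; inactive = the rest, including hits failing retest or dose response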; also: some compounds called inactive have numbers as strong as hits; many of its hits are not listed in these tables
PHOSPHO1 block = PubChem AID 1565; Phosphoethanolamine/phosphocholine phosphatase (Homo sapiens), Q8TCT1; recombinant PHOSPHO1, absorbance phosphatase assay; inhibition, % at 13.3 µM; 290,000 compounds, 1.1% hits; in the data active = inhibition above about 60%
Target sequence (Q8TCT1 whole entry, looked up): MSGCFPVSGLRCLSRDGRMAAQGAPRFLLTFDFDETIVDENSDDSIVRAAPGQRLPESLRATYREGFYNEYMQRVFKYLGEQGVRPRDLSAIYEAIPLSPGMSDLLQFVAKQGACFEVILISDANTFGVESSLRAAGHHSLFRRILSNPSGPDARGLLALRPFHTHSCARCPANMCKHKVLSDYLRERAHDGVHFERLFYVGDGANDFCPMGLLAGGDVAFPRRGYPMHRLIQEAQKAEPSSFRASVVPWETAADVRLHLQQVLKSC
CRFR2-BP antag = antagonists of CRF-BP/CRF-R2 complex, primary screen, cell-based, HEK293, calcium dye fluorescence, uHTS; CRF-induced calcium fluorescence; inhibition, % at 11.8 µM; 350,000 compounds, 0.59% hits;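 active = inhibition of the ligand-induced calcium signal above about 50% at the single tested concentration, limit read from the data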
CRFR2-BP ag = agonists of CRF-BP/CRF-R2 complex, primary screen, cell-based, HEK293, calcium dye fluorescence, uHTS; calcium dye fluorescence (FLIPR); percent of saturating CRF peptide response; activation, % at 13.2 µM; 350,000 compounds, 0.46% hits;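 active = activation of at least 50%, plus an integration ratio under a set limit after plate pattern correction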;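 also: plate controls were neutral control wells without compound for no effect and CRF at EC100 for full effect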
IDE inh = human IDE inhibitors in live cells, primary screen, fluorescence polarization, HEK cells, FAbetaB substrate; Insulin-degrading enzyme (Homo sapiens), P14735; FAbetaB cleavage; inhibition, % at 5.59 µM; 320,000 compounds, 0.41% hits;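 active = percent inhibition above the average of all tested compounds plus 3 SD, set per screening campaign, cut at about 16% in these data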;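 also: IDE supplied by intact live HEK cells; FP after avidin binding of uncleaved biotin substrate so inhibition keeps polarization high; 0% = DMSO wells and 100% = 60 µM reference IDE inhibitor Ii1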
IDE cell activ = human IDE activators in live cells, primary screen, fluorescence polarization, HEK cells, FAbeta-B substrate | activation, % at 5.96 µM | 340,000 compounds, 0.073% hits | FAbeta-B cleavage; 0% vehicle, 100% cell-free pure enzyme wells | Insulin-degrading enzyme (Homo sapiens), P14735;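 active = activation above the mean of all tested compounds plus 3 SD, set per screening campaign, cut at about 17% in these data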
M4 PAM = human M4 muscarinic receptor positive allosteric modulators, primary screen, CHO-K1 cells, Fluo-8 calcium fluorescence. Muscarinic acetylcholine receptor M4 (Homo sapiens), P08173. CHO-K1 hM4/Gqi5, ACh EC20; 0% = ACh EC20, 100% = maximal ACh. activation, % at 3 µM. 360,000 compounds, 0.4% hits. AID 624126, 2012;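 active = activation above its plate's cutoff, the mean activation of sample wells plus 3 SD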; also: some results filed as inactive read as strong as hits
The depositor's hits bear a star; x = not tested or not shown.

GalR3 antag,MEKK3 PB1 HTS,p-CIP stab down,PHOSPHO1 block,CRFR2-BP antag,CRFR2-BP ag,IDE inh,IDE cell activ,M4 PAM,compound
-5,95,1,40,5,-0.4,-2,0,1,CCOc1ccc(C2C(C#N)=C(N)N(N(C)C)C3=C2C(=O)CC(C)(C)C3)cc1 (stereo unspecified)
-4,103,-12,-29,1,-4.3,2,-2,9,CCc1ccccc1NC(=O)CSc1nnc([C@@H](NC(=O)OC(C)(C)C)C(C)C)o1
-6,99,0,5,2,-1.9,6,7,-6,COc1cc(OCC(=O)NC(C)C)cc2c1C(=O)O[C@@H](C)CCCC(=O)CCCCC2
-5,100,1,3,-4,-2.7,-3,-2,7,COc1cc(Br)cc2cc(C(=O)N3CCN(C(=O)c4ccco4)CC3)c(=O)oc12
-6,x,x,x,-28,2.3,x,x,-2,CCc1cccc(NC(=O)c2cc(S(=O)(=O)N3CCCCC3)ccc2N2CCOCC2)c1
-4,123,-6,9,6,15,2,-3,-3,CCCn1c(/C=C/c2ccco2)nc2ccccc21
-5,110,78,28,4,1.0,-1,3,3,Cc1c(NC(=O)CN2C(=O)NC3(CCC(C)CC3)C2=O)c(=O)n(-c2ccccc2)n1C (stereo unspecified)
-5,102,10,26,22,-2.6,0,-3,11,Cc1cc(C(=O)Nc2ccc3c(c2)OCCO3)co1
-3,98,3,-5,4,0.4,-7,6,2,CCc1ccccc1NC(=O)C(C#N)Cc1cccnc1 (stereo unspecified)
-3,98,-133,21,-91,33,25*,-46,-2,CC(=Nc1ccc(C)cc1)c1sc2ccccc2c1O
-1,93,-14,32,-3,0.2,7,-1,1,Cc1cc(C)c2cc(C(=O)N3CCC(Cc4ccccc4)CC3)[nH]c2c1
-7,96,4,3,4,0.0,2,0,-6,O=C(Nc1ccc(F)cc1)Oc1ccc[nH]c1=O
-4,x,x,x,-7,-3.5,-2,4,-13,COc1cccc2sc3cc(C#CC4(O)CCCCC4)ccc3c(=O)c12
-6,90,-6,12,-26,5.0,x,-13,-2,O=C(/C=C1\C(=O)Nc2ccccc21)/C=C1\C(=O)Nc2ccccc21
-6,95,2,25,-23,5.6,0,0,4,O=C1CSC(=O)N1CCOCCN1C(=O)CSC1=O
-4,107,6,10,-23,1.5,-8,1,2,NC(=O)c1cc(-c2ccccc2)nc(N2CCOCC2)n1
5,84,7,0,14,-0.3,8,0,1,O=C(NCc1ccc2c(c1)OCO2)C1CCN(S(=O)(=O)N2CCOCC2)CC1
-4,97,-1,24,-9,0.4,2,1,21,Cn1c(=O)cc(OCCCC(=O)Nc2cccnc2)c2ccccc21
0,110,-7,-7,-31,-0.8,2,6,-8,CCOc1cc(/C=N/NC(N)=O)cc(Br)c1OCc1ccccc1F
1,103,-7,8,-41,10,1,3,-5,O=C1C=CC2C(c3ccc4c(c3)OCO4)CC1N2Cc1ccccc1 (stereo unspecified)
0,103,1,8,2,0.8,1,3,5,COCCCNC(=S)NCCNc1nc2cc(C)cc(C)c2cc1C#N
-8,107,0,35,19,-0.2,-3,2,3,O=C(NCC(=O)N1CCCC1)c1ccccc1F
4,100,-5,42,11,-0.4,0,0,5,CCC(=O)Oc1ccc(C(=O)Nc2cccc(C(=O)NC(C)(C)C)c2)cc1
-5,96,0,-21,4,-0.5,1,x,2,Cc1nc(CS(=O)(=O)c2ccccn2)sc1C(=O)NNC(=O)c1c(F)cccc1Cl
-1,104,-4,-7,-13,-2.5,2,5,7,Cc1cccc(CSc2nnnn2-c2ccccc2)c1
-3,102,7,19,-12,-0.8,1,-4,-7,COP(=O)(OC)C(Nc1cc(Cl)cc(Cl)c1)c1cccc(O)c1 (stereo unspecified)
-7,95,2,43,-11,3.3,11,12,-11,COC(=O)/C(=N/Nc1ccccc1OC)N1CCCc2ccccc21
-3,101,-8,95*,-7,0.8,7,-37,-5,Cc1ccc(-n2c(-c3nn(C)c(C)c3Cl)n[nH]c2=S)cc1
2,x,x,x,2,0.9,3,x,-11,COc1ccc(C(=O)Nc2ccc(C(=O)c3ccccc3)cc2)cc1
-11,103,-2,37,-8,1.3,-5,-1,2,COc1ccc(N2C(=O)c3ccc(C(=O)Nc4cc(OC)ccc4OC)cc3C2=O)cc1
8,102,7,11,-60,1.5,1,1,-1,OC(CSc1c(Cl)cccc1Cl)CN1CCN(c2ccccc2F)CC1 (stereo unspecified)
-3,104,-6,-42,-10,0.4,1,4,5,Cc1ccccc1CN1C2=NCCN2c2ccccc21
-11,101,-7,28,-19,-2.5,2,2,0,CCOc1ccc(N(CC(=O)NC2CC3CCC2C3)S(=O)(=O)c2ccccc2)cc1 (stereo unspecified)
-6,x,x,x,-1,-1.5,-1,4,7,CCOC(=O)C1(Cc2ccccc2)C(=O)Nc2ccccc21 (stereo unspecified)
-7,95,0,-2,-10,1.7,5,0,-8,COc1cccc(NC(=O)COc2cc(O)c3c(c2)OC(C)(C)CC3=O)c1
0,102,-11,-3,8,1.9,4,-3,1,O=C(CSc1nnc(-c2ccccc2F)n1CCc1ccccc1)Nc1ccc2[nH]c(=O)[nH]c2c1
-1,x,x,x,2,0.1,-4,6,4,O=C(c1ccc([N+](=O)[O-])o1)N1CCCCCC1
-3,95,0,26,2,1.9,2,6,-5,Cc1noc(C)c1Cc1ccc(O)cc1
0,x,-4,11,25,0.0,5,7,4,CCCC(C(=O)O)N1C(=O)/C(=C2\C(=O)N(C)c3ccccc32)SC1=S (stereo unspecified)
1,106,-4,24,-14,0.2,2,1,9,O=C(/C=C/c1cccnc1)c1ccc(O)cc1
-6,101,6,7,2,8.7,2,1,-7,C=CCN1C(=O)C(Cc2cccc(Cl)c2)S/C1=N/N=C/c1ccco1 (stereo unspecified)
-7,103,2,0,21,-1.6,7,-6,1,c1ccc2c(NC3CCCC3)nnc(NC3CCCC3)c2c1
-4,x,x,x,-3,0.0,x,5,9,COC1OC(CO)C(N=C(C)C)C1O (stereo unspecified)
-11,120,-9,-2,6,0.8,0,3,-2,COc1ccc(-n2c(C)cc(/C=C3\C(=O)NN(c4ccccc4)C3=O)c2C)cc1
-3,x,x,x,-14,-0.4,4,4,-5,Cc1c(C(=O)N2CCN(S(=O)(=O)c3ccccc3)CC2)oc2ccc(Br)cc12
1,97,4,8,2,0.1,1,-6,-4,CSc1ccccc1OCc1cc(C(=O)N(C)Cc2cnccn2)no1
-7,x,x,x,21,-1.0,9,2,5,CCN(C[C@H]1N[C@@](Cc2ccccc2)(C(=O)OC)[C@H]2C(=O)N(Cc3ccccc3)C(=O)[C@@H]12)C(=O)c1ccccc1
-2,106,-9,11,-1,-1.8,2,0,1,COc1cc(S(=O)(=O)n2ccc(C)n2)c(OC)cc1Cl
2,100,-8,1,5,-3.3,3,5,2,O=C(CCc1nc2ccccc2[nH]1)N1CCc2ccccc2C1
5,102,-5,-3,-15,-1.3,-5,-1,1,COC(=O)c1ccc(Nc2nc(C)cc(C)n2)cc1

The last 4 compounds of the section above lead into the next.
GalR3 antag,MEKK3 PB1 HTS,p-CIP stab down,PHOSPHO1 block,CRFR2-BP antag,CRFR2-BP ag,IDE inh,IDE cell activ,M4 PAM,compound
-7,x,x,x,21,-1.0,9,2,5,CCN(C[C@H]1N[C@@](Cc2ccccc2)(C(=O)OC)[C@H]2C(=O)N(Cc3ccccc3)C(=O)[C@@H]12)C(=O)c1ccccc1
-2,106,-9,11,-1,-1.8,2,0,1,COc1cc(S(=O)(=O)n2ccc(C)n2)c(OC)cc1Cl
2,100,-8,1,5,-3.3,3,5,2,O=C(CCc1nc2ccccc2[nH]1)N1CCc2ccccc2C1
5,102,-5,-3,-15,-1.3,-5,-1,1,COC(=O)c1ccc(Nc2nc(C)cc(C)n2)cc1
0,107,-11,-3,26,1.1,-2,3,1,CCCn1c(SCC(=O)Nc2ccccc2C(=O)OC)nc2c1c(=O)n(C)c(=O)n2C
-6,100,0,8,-6,0.6,-1,-6,-1,Cc1cc(O)ccc1NC(=S)NC(=O)c1cncc(Br)c1
-2,102,7,-4,-5,-0.8,4,7,1,Cc1ccc(C(=O)NCCNC(=O)c2ccc(C)o2)o1
-3,106,-3,14,5,-1.2,1,2,2,CCC(=O)Nc1nc(C)c(C(=O)N2CCCCC2)s1
-4,104,1,-6,0,-0.5,x,4,0,O=C(NCc1cccnc1)c1cc(S(=O)(=O)N2CCCC2)c(Cl)cc1Cl
-4,97,0,-10,-8,1.6,5,5,4,O=C(CSc1nc2ccccc2c(=O)n1-c1ccccc1)NCC1CCCO1 (stereo unspecified)
-3,97,3,25,-8,-0.7,4,5,-2,O=C(c1ccc(C(F)(F)F)cc1)N1CCN(S(=O)(=O)c2ccc3c(c2)OCCCO3)CC1
-6,103,4,-15,-5,-2.0,5,4,0,Cc1[nH]c2ccccc2c1/C=N/NC(=O)CNC(=O)COc1ccccc1
1,x,x,x,-1,-1.5,x,2,2,CCCCN(CCCC)c1nn[nH]n1
1,75,-12,-4,28,-1.6,2,2,-3,CCOC(=O)c1sc(NC(=O)c2sccc2C)cc1C
-5,102,7,6,-8,1.0,0,x,x,CCOc1ccc(CN2CCN(Cc3nc(C(C)C)cs3)CC2CCO)cc1 (stereo unspecified)
-4,x,x,x,-15,0.5,x,x,-3,C=C1C(=O)N(C)CCC1C(CC)C(=O)OC (stereo unspecified)
0,105,7,45,56*,-5.4,0,-5,-10,Cc1ccccc1Cn1c(=O)sc2ccccc2c1=O
1,95,-9,33,-3,0.1,-1,2,-21,COc1ccc(NS(=O)(=O)c2cccc(NC(=O)c3ccccn3)c2)cc1
-2,x,x,x,-15,0.9,3,0,5,CC(=O)C[C@H](O)CC(=O)[C@@H]1OC(=O)[C@@H](C)C/C=C\Cc2ccccc21
-2,104,6,33,19,-1.6,12,-2,8,O=C(Nc1nnc(Cc2ccccc2)s1)c1cnccn1
1,97,-2,-11,-7,-1.7,x,1,-1,CCSC1=C(C#N)C(c2ccc(F)cc2)CC(=O)N1 (stereo unspecified)
-1,112,-8,0,1,-1.2,7,4,9,COC(C[C@H](O)C[C@H](O)[C@H](C)OCc1ccccc1)OC
-8,100,-13,-15,6,2.3,0,2,-7,O=C(CCS(=O)(=O)Cc1ccc(Cl)cc1)NCCCN1CCOCC1
-4,108,-7,2,19,-3.6,6,-5,11,CC(=O)c1cccc(NC(=O)C2CCN(S(=O)(=O)c3ccc(C)cc3)CC2)c1
-5,101,-1,53,2,1.6,-2,4,3,CCN(CC)S(=O)(=O)c1cccc(C(=O)N/N=C/c2ccccn2)c1
1,94,6,28,5,-0.8,2,11,7,COc1ccc(OC)c(C2CC(=O)OC3=C2C(=O)CC(C)(C)C3)c1 (stereo unspecified)
-8,103,2,-7,92*,1.0,3,3,-11,COc1ccc(NC(=S)NCc2cccnc2)cc1
-7,104,-5,23,7,-2.9,6,-1,4,COc1ccc(C(=O)O)cc1S(=O)(=O)NCc1cccnc1
-11,101,-10,28,6,-2.2,-3,1,7,Cc1cccc(-c2noc(CCCC(=O)NC3CCCCC3)n2)c1
-8,99,-4,28,0,-0.7,2,4,-1,CC(C)C1Oc2ccccc2N(CC(=O)N2CCOCC2)C1=O (stereo unspecified)
